Bioassay records from PubChem.
CDK5 p35 inh = blocks human CDK5/p35 kinase activity; Recombinant CDK5/p35, ADP-Glo luminescence, 60 min; 330,000 tested, 0.01% active; inhibition, % at 10 µM; Q00535+Q15078;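 active = highest replicate inhibition of at least 50% and at least 75% of replicates reaching 50%; inconclusive = only one of the two criteria met; inactive = both criteria failed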;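 note: plate controls were DMSO neutral control for no effect and GW8510 at 10 µM for full effect; many of its hits are not listed in these tables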
PKA-R1A activ = activators of PKA-R1A complex. PKA-R1A dissociation, Cy5-IP20 fluorescence polarization; scaled: DMSO 0%, 113 µM cGMP 100%. P00514+P68181. activation, % at 11.4 µM. 340,000 tested, 0.083% active;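 active = percent activation above the mean of all tested compounds plus 3 SD, cut at about 19% in these data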;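 note: higher means more PKAc released from R1A so a rise in polarization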
DSG3 Ab inh = blocks pemphigus antibody binding to human desmoglein-3. P32926. DSG3-coupled beads, scFv-anti-DSG3-GFP binding, flow cytometry; stronger effect = lower value. binding (percent of control), % at 10 µM. 310,000 tested, 0.48% active. AID 588358;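 active = binding more than 3 SD below its plate's average and above zero; inconclusive = below that plate limit but binding exactly zero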;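 note: hits lower antibody fragment binding to DSG3; some compounds called inactive have numbers as strong as hits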
SR-BI DiI-HDL act = activators of SR-BI mediated HDL lipid uptake; activation, % at 12.5 µM; AID 504775; CHO ldlA[mSR-BI] cells, DiI-HDL uptake fluorescence, 3 h; 100 = double the neutral-control signal; 320,000 tested, 0.096% active;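 active = mean replicate activation of at least 60% and every replicate at or above 60%; inconclusive = mean or all-replicate condition met, but not both; inactive = mean below 60% and not all replicates reaching 60%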;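 note: 0% = median plate neutral-control signal and 100% = twice that signal; values of inactives mirror those of a sister screen read the other way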
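Test system: SR-BI-overexpressing, LDLR-lacking CHO cells. Measured by: DiI fluorescence, bottom read. Medium: Ham's F12 with 0.5% BSA, HEPES 25 mM, pH 7.4. Timing: 3 h uptake period with compound, 37 °C.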
NSD2 inh = inhibitors of human histone methyltransferase NSD2; O96028; NSD2 peptide methylation, AlphaScreen, 120 min; inhibition, % at 12.5 µM; 310,000 tested, 0.54% active; AID 743445; in the data active = inhibition above about 50%
dFosB act = mouse delta FosB homodimer activation; P13346; purified delta FosB, TAMRA-CDK5 oligo fluorescence polarization; percent of positive-control signal above neutral wells; activation, % at 25 µM; 340,000 tested, 0.99% active; AID 493131;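 active = mean activation above about 17%, with every replicate also reaching it, limit read from the data, passing the limit was not always enough; inconclusive = only one of the two conditions met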;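 note: fluorescence polarization rise as delta FosB binds a TAMRA Cdk5 AP-1 oligo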
MITF TRPM1 HTS = activators of MITF-driven TRPM1 promoter activity in SK-MEL-5 cells | activation, % at 12.5 µM | AID 588334 | 300,000 tested, 0.75% active | SK-MEL-5 TRPM1-promoter luciferase, 24 h; % of positive control, neutral wells = 0;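 active = mean activation of at least 80% with every replicate also reaching 80%; inconclusive = mean reaches 80% but some replicate falls short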;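 note: 0% = neutral control wells and 100% = parthenolide positive control wells; values of inactives mirror those of a sister screen read the other way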
SUMO Mot1 rescue = SUMOylation pathway inhibition by Mot1-301 growth rescue. S. cerevisiae Mot1-301 growth rescue, ATP luminescence, 38.5C; percent above DMSO median, 100 means doubled. growth rescue, % at 18.8 µM. 320,000 tested, 1% active. AID 2716;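 active = every valid replicate shows activation above 250% relative to neutral control wells; inactive = the rest, any valid replicate at or below 250%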;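 note: OY570 slx delta 5 strain wells were the positive control but not used for scaling; some compounds called inactive have numbers as strong as hits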
Arrestin-AP2 inh = human beta-arrestin and AP2 interaction inhibition. FITC-arrestin peptide / GST-AP2 beads, flow cytometry; AP2 beta2 appendage carries R879A mutation. inhibition, % at 10 µM. 340,000 tested, 0.31% active. AID 504490;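 active = inhibition above a set limit, near 3 SD of compounds lacking own fluorescence, cut at about 54% in these data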;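 note: plate controls were DMSO wells for no effect and 5 µM unlabelled arrestin peptide for full effect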
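System: GST-AP2 R879A glutathione beads. Medium: PBS with 0.05% Tween 20 and 0.1% BSA. Also added: FITC-arrestin peptide, 50 nM. Incubation: 12 min plus 1 h, RT. Measured by: high-throughput flow cytometry of beads, ex 488, em 535 nm. Evaluation: percent drop in bead-associated FITC signal.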
SR-BI HDL uptake = inhibitors of mouse SR-BI mediated HDL lipid uptake | Q61009 | ldlA[mSR-BI] CHO cells, DiI-HDL uptake fluorescence, 3 h | inhibition, % at 12.5 µM | 320,000 tested, 0.96% active;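 active = mean replicate inhibition of at least 70% and a set share of replicates each scoring 70 or more; inconclusive = meets just one of the two criteria; inactive = fails both criteria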;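 note: 0% = median of neutral control wells and 100% = median of positive control wells; values of inactives mirror those of a sister screen read the other way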
Target sequence (Q61009 whole entry, looked up): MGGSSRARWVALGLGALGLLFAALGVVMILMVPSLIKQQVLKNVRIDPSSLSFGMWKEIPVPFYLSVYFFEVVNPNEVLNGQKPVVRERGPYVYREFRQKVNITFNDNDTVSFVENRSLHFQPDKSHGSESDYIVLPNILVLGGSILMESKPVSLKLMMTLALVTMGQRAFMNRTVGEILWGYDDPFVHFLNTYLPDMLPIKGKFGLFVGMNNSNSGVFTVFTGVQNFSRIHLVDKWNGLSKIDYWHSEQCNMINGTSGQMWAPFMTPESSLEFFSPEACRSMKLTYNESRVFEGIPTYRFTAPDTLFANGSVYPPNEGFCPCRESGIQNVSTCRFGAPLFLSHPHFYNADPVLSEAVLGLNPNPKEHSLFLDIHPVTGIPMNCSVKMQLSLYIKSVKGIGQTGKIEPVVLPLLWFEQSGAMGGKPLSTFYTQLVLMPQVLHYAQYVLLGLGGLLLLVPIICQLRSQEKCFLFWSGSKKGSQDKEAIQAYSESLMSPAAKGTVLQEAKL
PKA-R2B act = activates the human PKA-R2B holoenzyme complex; AID 504700; activation, % at 11.4 µM; 340,000 tested, 0.079% active; P22694+P31323; PKA-R2B holoenzyme dissociation, Cy5-IP20 fluorescence polarization; R2B truncated from residue 108, S112A mutant; 0% DMSO only, 100% 113 µM cGMP;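 active = activation above a cutoff set at the mean over all compounds plus 3 SD, cut at about 18% in these data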;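 note: higher means more holoenzyme dissociation and a rise in polarization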
Target sequence (P31323 whole entry, looked up, other chains not shown, the tested form may be a part): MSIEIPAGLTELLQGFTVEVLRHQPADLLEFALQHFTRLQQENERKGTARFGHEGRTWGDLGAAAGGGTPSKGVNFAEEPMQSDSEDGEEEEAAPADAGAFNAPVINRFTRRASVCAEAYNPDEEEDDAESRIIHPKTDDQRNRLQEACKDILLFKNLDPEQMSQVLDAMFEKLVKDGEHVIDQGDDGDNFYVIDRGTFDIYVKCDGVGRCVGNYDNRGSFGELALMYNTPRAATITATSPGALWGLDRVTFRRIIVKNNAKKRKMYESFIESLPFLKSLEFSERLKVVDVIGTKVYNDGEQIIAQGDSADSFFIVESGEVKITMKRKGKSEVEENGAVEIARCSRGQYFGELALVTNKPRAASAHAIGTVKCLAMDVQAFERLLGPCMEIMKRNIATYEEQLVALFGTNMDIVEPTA
The depositor's hits bear a star; ? = inconclusive; . = not tested or not shown.

CDK5 p35 inh,PKA-R1A activ,DSG3 Ab inh,SR-BI DiI-HDL act,NSD2 inh,dFosB act,MITF TRPM1 HTS,SUMO Mot1 rescue,Arrestin-AP2 inh,SR-BI HDL uptake,PKA-R2B act,Compound
-0.4,5,87,10,.,-8,2,-10,6,-10,-5,c1ccc(NC2=NCCN2CC2CCCCCC2)cc1
0.4,5,97,-3,-7,-1,-5,-6,32,3,4,NC1=NC(=O)C2(COC(c3ccccc3Cl)OC2)S1 (configuration not stated)
-1.5,2,101,-14,-1,-11,-6,0,-5,14,-4,COc1cc(C(=O)NCc2nnc(SCC(=O)c3ccc(Cl)cc3)o2)cc(OC)c1OC
0.1,4,.,-20,-4,3,-3,11,-9,20,-11,CC(C)c1ccc(NC(=O)C2CCN(S(=O)(=O)c3ccc4c(c3)NC(=O)CO4)CC2)cc1
-3.2,-11,80,-14,4,-12,-4,-9,12,14,8,c1ccc(-n2nnnc2OCCOc2nnnn2-c2ccccc2)cc1
0.5,7,97,11,.,2,5,24,-3,-11,-1,CC1(C)SCC2C(=O)N3C(CSC3(C)C)C(=O)N21 (configuration not stated)
-0.8,-3,105,12,4,4,8,12,11,-12,-3,CSc1nc(C)c(CCOC(=O)c2cccc(Cl)c2)c(=O)[nH]1
0.5,4,98,8,1,-6,-20,-7,1,-8,7,CC(=O)Nc1ccc(NC(=O)c2ccccc2S(=O)(=O)c2ccc([N+](=O)[O-])cc2)cc1
-0.9,-8,110,4,-3,0,-7,.,-14,-4,-10,Cc1ccc(C)c(SCC(=O)NC2CCS(=O)(=O)C2)c1 (configuration not stated)
-1.8,-18,102,6,-1,0,41,-11,-2,-6,1,Cc1ccc(CSc2nnc(-c3cccs3)n2C)cc1
-1.3,-5,100,17,-4,?,-14,.,-9,-17,-6,NC(N)=NS(=O)(=O)c1ccc(NC(=S)NC(=O)c2ccc3c(c2)OCO3)cc1
-2.6,-13,.,15,-1,-4,-12,-16,-4,-15,4,COC(=O)C1=NN(c2ccccc2)C2(S1)SC(C(C)=O)=C(C)N2c1ccccc1 (configuration not stated)
-0.6,-22,117,20,-2,-4,-9,359,-4,-20,-7,Cc1ccc(C(=O)Cn2c(C(=O)O)cc3ccccc32)cc1
-0.2,-24,96,-15,3,-4,2,513,8,15,-2,COc1cccc(NC(=O)Cc2nnc(SCCOc3ccccc3)n2C)c1
2.3,-2,115,-1,1,-2,-10,-10,-10,1,-9,CON(c1nc(Cl)nc(N(C)C)n1)S(=O)(=O)c1ccccc1Cl
-0.3,-9,101,22,-2,3,13,-5,-4,-22,-2,CCCCCOC(=O)Cn1c(=O)oc2ccc(C)cc21
0.3,-7,.,-17,0,-13,24,5,-9,17,3,CCc1nc2ccc(C(=O)NCCc3ccccc3OC)cc2nc1CC
0.1,6,104,32,-1,-5,-11,14,29,-32,-18,Cn1c2c(c(=O)c3ccccc31)CCCC2
-0.3,6,107,.,-3,0,.,.,24,.,1,O=C(CSc1nnc(CNc2ccc(F)cc2)n1CC1CCCO1)N1CCOCC1 (configuration not stated)
-0.4,-5,82,10,-1,-3,8,5,6,-10,-4,CCCCN(C)C(=O)c1nc2ccccn2c1CN1CCN(c2ncccn2)CC1
0.8,-6,118,21,-1,-4,-6,4,-1,-21,-9,Cc1ccc(N(CC(=O)N/N=C/c2cccs2)S(C)(=O)=O)cc1Cl
-2.1,0,99,6,-7,-2,-5,8,16,-6,1,COc1ccccc1NC(=O)COC(=O)CCC1CCCC1
0.5,-8,95,-15,.,1,3,.,1,15,-1,CN(C(=O)c1cccc(NC(=O)Cc2ccc(NC(=O)C3CCN(C(=O)c4ccccc4)CC3)cc2)c1)C1CCCCC1
-1.0,7,107,14,47,0,12,12,6,-14,-3,COc1ccc(CN2CCNC(=O)C2CC(=O)NCCSc2nccn2C)cc1OC (configuration not stated)
4.1,-11,41,19,23,-2,-6,0,-4,-19,0,COc1ccc(S(=O)(=O)N2CCCCCC2)cc1N
-2.1,4,127,-54,.,-12,58,49,6,54,-1,COc1ccc(-c2cc(-c3c(O)c(OC)c4occc4c3OC)[nH]n2)cc1OC
0.5,-7,104,-8,-8,-8,65,19,40,8,10,COc1ccc(/C=N/OC(=O)Nc2ccccc2OC)cc1
4.2,8,107,-14,-1,-4,-3,148,4,14,-13,Cc1ccc(C)c(C(=O)CSc2nc3ccccc3c(=O)[nH]2)c1
-1.3,-6,93,-18,3,-7,4,.,-3,18,3,CCCOc1ccc(/C=N/Nc2ccc(C(=O)O)cc2)c(OCCC)c1
-0.9,5,95,23,0,-3,-7,9,-1,-23,-5,CCN(CC(=O)N1CCOCC1)S(=O)(=O)c1ccc(C)cc1
-0.4,7,108,3,4,-9,.,-18,19,-3,7,O=C(N/N=C/C=C/c1ccco1)c1ccncc1
0.1,-3,99,-24,-4,0,1,-16,-1,24,-6,C/C(Cn1nnc2ccccc21)=N\NC(=O)c1cccc(Br)c1
0.8,0,.,-34,0,11,-19,0,5,34,0,Cc1ccc(C)c(OCCn2cc(/C=C(\C#N)C(=O)NCc3ccco3)c3ccccc32)c1
-0.5,-7,96,16,-8,-3,0,-4,-3,-16,-2,CCC(C)c1c(O)nc(SCC(=O)c2ccccc2)[nH]c1=O (configuration not stated)
-1.1,0,.,7,-4,3,.,7,20,-7,-3,Cc1ccc(SCC(=O)N2CC(C)OC(C)C2)cc1 (configuration not stated)
-1.3,1,109,-42,1,-4,-10,10,30,42,-5,COc1cccc(N2CCN(CC(=O)Nc3ccc(S(=O)(=O)N4CCCCCC4)cc3)CC2)c1
0.8,-15,123,12,1,5,8,-27,8,-12,-9,Cc1c(Cl)cccc1NC(=O)CNC(=O)Cc1n[nH]c(=O)c2ccccc12
-0.3,0,109,8,.,4,3,197,-1,-8,-6,CSc1ccc(Cn2nnc(C(=O)NCc3ccccc3)c2N)cc1
2.2,-7,.,5,-3,-2,0,.,4,-5,3,Cc1ccc(C)c(N2CC(C(=O)O)CC2=O)c1 (configuration not stated)
1.9,-6,104,-32,-4,-1,2,2,17,32,2,CCOC(=O)CSc1nc2c(sc(=S)n2-c2ccccc2)c(=O)n1-c1ccc(OC)cc1OC
-5.3,-12,112,33,.,-5,0,0,2,13,-8,CCC(=O)c1ccc(O)cc1
0.2,-3,106,23,-1,0,2,1,-7,-23,-2,Cc1ccc(NC(=O)CCNC(=O)c2ccccc2Cl)nc1
-11,-4,112,.,2,-8,.,296,14,.,-1,COc1ccc(CCNCC(=O)Nc2ccc(OC(F)F)cc2)cc1
3.2,-3,103,-25,-1,-13,-3,-8,-8,25,-15,C/C(=N\NC(=O)c1ccc(C)cc1C)c1ccc(-n2ccnc2)cc1
0.1,-4,105,19,3,-4,0,93,-1,-19,-11,CN1CCN(Cc2nc(-c3cccs3)no2)CC1c1ccccc1 (configuration not stated)
-3.3,-1,93,21,-6,5,26,9,-7,-21,-12,N/C(=N\OC(=O)CCc1ccccc1)c1ccc(Br)cc1
-0.3,5,96,16,.,-3,10,18,-8,-16,4,CCOC(=O)CSC(CC)C(=O)Nc1nnc(CC)s1 (configuration not stated)
-0.1,-9,.,-12,1,0,.,10,-1,12,-2,O=c1c(-c2ccco2)[n+]([O-])c2ccccc2n1OCc1ccccc1F
2.0,-2,118,1,2,4,.,-3,-2,-1,9,COc1ccc(CN2CCN(c3ccccc3OC)CC2)c(OC)c1
-1.8,-12,103,-15,-2,-8,3,-4,0,15,0,CCOc1ccc(Oc2c(/C=N/NC(C)=O)c(C)nn2-c2ccccc2)cc1
-1.6,-11,97,5,2,2,5,-7,2,-5,10,CCC(C(=O)NCc1ccco1)N(C(=O)CNS(=O)(=O)c1ccc(C)cc1)c1ccccc1F (configuration not stated)
0.9,1,106,-1,.,-4,-6,-2,-11,1,1,Cc1ccc(-n2ncc3c(NCc4ccco4)ncnc32)c(C)c1
-0.3,-7,100,-28,6,-8,-14,13,-10,28,-22,c1ccc(-c2cn3c(n2)CCc2ccc4cccnc4c2-3)cc1
-0.6,-1,86,.,-2,-4,6,4,5,.,-1,Cc1noc(COc2ccc(OCc3nc(C)no3)cc2)n1

Compounds as they come; about 4.7% have a hit in one of these screens.
